N370S GC: inhibits or activates N370S mutant glucocerebrosidase. actives 0.092% (n = 330,000). Potency, µM (top dose mostly 59.4 µM), for the others: at the top dose activity change, negative = inhibition, actives largely listed as inhibitors. P04062. AID 2101. N370S GC spleen homogenate, 4MU-glucoside fluorescence;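 note: 0% = full enzyme activity and -100% = no enzyme basal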
FEN1 inh: blocks human flap endonuclease 1; P39748; Recombinant FEN1 flap cleavage, fluorescence, 15 min; Potency, µM (titrated, usually from 114 µM), for the others: at the top dose activity change, negative = inhibition, most hits filed as inhibitors; actives 0.35% (n = 390,000); note: nearly all actives have a fitted effect of over 65% in size
Target sequence (P39748 whole entry, looked up): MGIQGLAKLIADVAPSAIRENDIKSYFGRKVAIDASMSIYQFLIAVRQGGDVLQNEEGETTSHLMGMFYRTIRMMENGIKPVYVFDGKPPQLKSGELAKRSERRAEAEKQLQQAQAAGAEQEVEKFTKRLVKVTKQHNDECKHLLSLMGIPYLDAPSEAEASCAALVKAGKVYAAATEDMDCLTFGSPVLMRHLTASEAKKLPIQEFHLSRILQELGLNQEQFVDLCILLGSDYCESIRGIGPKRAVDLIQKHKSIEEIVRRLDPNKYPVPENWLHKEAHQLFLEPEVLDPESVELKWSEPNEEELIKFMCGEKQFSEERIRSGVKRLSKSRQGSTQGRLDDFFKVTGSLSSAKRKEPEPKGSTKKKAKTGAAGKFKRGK
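Quantitative HTS format: each compound was titrated, incubated with 10 nM nuclease for 15 min at room temperature, then challenged with flap substrate at 50 nM final. Signal change over 15 min gave concentration–effect curves.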
TDP1 block: TDP1 (human) enzyme inhibition | Q9NUW8 | recombinant TDP1, AlphaScreen DNA substrate cleavage | Potency, µM (series often up to 130 µM), for the others: top-dose activity change, negative = inhibition, usual class: inhibitors | actives 0.28% (n = 350,000) | AID 485290; note: nearly all actives have a fitted effect of over 40% in size
Target sequence (Q9NUW8 whole entry, looked up): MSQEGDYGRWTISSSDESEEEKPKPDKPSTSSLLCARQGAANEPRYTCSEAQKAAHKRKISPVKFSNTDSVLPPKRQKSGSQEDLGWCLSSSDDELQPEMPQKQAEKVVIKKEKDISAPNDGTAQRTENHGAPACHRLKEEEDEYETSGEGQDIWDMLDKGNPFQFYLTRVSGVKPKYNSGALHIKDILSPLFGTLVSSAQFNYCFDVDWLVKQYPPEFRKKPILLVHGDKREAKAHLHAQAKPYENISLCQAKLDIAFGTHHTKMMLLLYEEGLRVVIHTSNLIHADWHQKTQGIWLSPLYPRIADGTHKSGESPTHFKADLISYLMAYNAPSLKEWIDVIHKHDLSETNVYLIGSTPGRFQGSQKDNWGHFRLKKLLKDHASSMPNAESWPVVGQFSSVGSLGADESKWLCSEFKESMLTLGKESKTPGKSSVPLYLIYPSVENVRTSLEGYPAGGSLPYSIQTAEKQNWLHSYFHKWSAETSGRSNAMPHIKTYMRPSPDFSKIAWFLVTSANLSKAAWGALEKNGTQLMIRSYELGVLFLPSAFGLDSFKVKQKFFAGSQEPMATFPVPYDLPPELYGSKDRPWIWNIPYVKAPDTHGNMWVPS
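Enzyme-compound mixtures sat 15 min at room temperature, followed by a 5 min reaction with 15 nM final substrate and 10 min with AlphaScreen beads. Recombinant human Tdp1 was used at 1 nM final.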
An asterisk follows results filed as active; ? = inconclusive; . = no result given; & = joins results of further samples. Calls come from the whole dose curve; as a rule, active = well fitted curve in the direction sought with a large enough effect; inconclusive = small, poorly fitted or top-dose-only effect, or another doubt; inactive = no such curve, though single readings can be large; an effect the other way counts as inactive or inconclusive. Unless noted, % is set by controls: 0 for no effect and ±100 for the full control effect; potency is the fitted concentration of half-maximal effect. The order is random; overall some 0.57% were active at least once.

SMILES | N370S GC | FEN1 inh | TDP1 block
COc1ccc(-n2c(Cc3cccn3C)nnc2SCC(=O)Nc2ccc(F)cc2F)cc1 | 1% | -16% | 8%
O=C(NCc1ccccn1)C(=O)NCC1OCCN1S(=O)(=O)c1ccc(Cl)cc1 (configuration not stated) | -4% | 2% | 2%
O=C(O)C1C2C=CC(C2)C1C(=O)NCc1ccccc1F (configuration not stated) | -1% | 19% | .
COc1ccccc1OCC(=O)Nc1ccncc1 | 0% | 1% | 1%
O=C(CN1C(=O)c2ccccc2C1=O)NCc1ccc(F)cc1 | 0% | 3% | .
O=C(CSc1ccc(Cl)cc1)NC(=O)NCc1ccco1 | 3% | 2% | 2%
Cc1ccccc1NC(=O)CSc1nc2ccc(NC(=O)CCc3ccccc3)cc2s1 | . | 2% | 5%
Cc1ccccc1NC(=O)C(NS(=O)(=O)c1ccc2c(c1)c(=O)n(C)c(=O)n2C)c1ccccc1 (configuration not stated) | -17% | 1% | 3%
CCc1nc2ccc(C(=O)NCc3cc(OC)ccc3OC)cc2nc1CC | . | 5% | 0%
COc1ccc(C)cc1S(=O)(=O)N(CC(=O)O)c1ccc(F)cc1 | 6% | -5% | 3%
O=C(C(c1ccccc1)c1ccccc1)N1CCN(CCN2C(=O)c3cccc4cccc(c34)C2=O)CC1 | -20% | -17% | 2%
O=C(CSc1nnc(Nc2ccccc2F)s1)Nc1cccc(S(=O)(=O)N2CCCCC2)c1 | 9% | -2% | 6%
CC1=C(C(=O)O)N2C(=O)C(NC(=O)c3nn(C)c(C)c3Cl)C2SC1 (configuration not stated) | 9% | 1% | -10%
CCCCCN(C(=O)NC(=O)Nn1cnnc1)S(C)(=O)=O | -1% | 0% | 0%
N#Cc1ccc(OCC(=O)OCC(=O)Nc2ccc(N3CCOCC3)cc2)cc1 | -17% | -2% | .
CCOC(=O)C(C)Sc1nc2c(c(=O)[nH]c(=O)n2C)n1C/C=C(/C)Cl (configuration not stated) | 7% | 5% | -4%
Cc1ccc(NC(=O)c2ccc3c(=O)n4nc(Nc5ccccc5C)sc4nc3c2)cc1C | . | -2% | 6%
CCCOc1ccc(-c2c(C(=O)N/N=C/c3ccncc3)nnn2-c2nonc2N)cc1 | -16% | -1% | 3%
CCOc1ccc(C(=O)NCc2ccc3c(c2)CCN3C(=O)c2ccccc2)cc1 | . | 4% | 7%
COc1ccc2ncc(S(=O)(=O)c3ccccc3)c(N3CCN(c4ccccc4)CC3)c2c1 | ? | 2% | 7%
COc1ccccc1C(=O)NC(CCSC)C(=O)NCc1ccncc1 (configuration not stated) | . | 2% | 1%
CC(C)(C)C(=O)NC1(C(F)(F)F)NC(=O)N(CCc2ccccc2)C1=O (configuration not stated) | 6% | 5% | .
Cc1ccccc1NC(=O)Cc1nc(COC(=O)CC(C)c2ccccc2)cs1 (configuration not stated) | 2% | 1% | 4%
O=C(Nc1ccc(N2CCN(C(=O)c3ccccc3)CC2)cc1)c1cccs1 | -12% | 12% | 10%
O=S(=O)(c1ccc2c(c1)OCCO2)N1CCNCC1 | -1% | 4% | .
CCOc1ccccc1CNC(=O)CCCn1nc(C)c2sc3ccccc3c2c1=O | . | 15% | 0%
O=C1CCN(Cc2ccc(O)cc2)CCN1[C@H](CO)Cc1ccccc1 | -14% | 19%&0% | .
Cc1cccc(OCC(=O)Nc2ccc(Cl)c(-c3nc4ccccc4[nH]3)c2)c1 | . | -10% | 7%
CCOC(=O)c1c(CN2CCCCC2)n(C)c2ccc(OC)c(S(=O)(=O)c3ccccc3)c12 | -5% | 1% | 0%
C=C(C)Cn1c(SCC)nc2ccccc2c1=O | 18% | 2%&0% | -1%&-17%
O=C(O)c1cc(-c2ccccc2)n[nH]1 | 0% | 6% | 2%
C=C(C)CSc1nc2nc(C)c(Br)cc2[nH]1 | 10% | . | 1%
COc1ccc(NC(=S)NCc2ccc(S(N)(=O)=O)cc2)c(OC)c1 | 4% | -1% | -1%
O=C(NCCc1ccccn1)c1ccc(OC2CCN(CCc3ccccc3)CC2)cc1 | 5% | -5% | 0%
O=C(CCCCCNC(=O)N1CCn2c1nc1ccccc12)N[C@H](Cc1ccccc1)C(=O)O | 0% | 6% | .
CCC(C)N1CC(=O)N2C(c3ccc(OC)cc3OC)c3[nH]c4ccccc4c3C[C@H]2C1=O (some centres not stated) | -26% | -11% | .
Cc1ccc(S(=O)(=O)NCC(c2cccnc2)N(C)C)cc1 (configuration not stated) | 0% | 4% | 0%
COc1ccc(N2CCN(C(=O)CN(Cc3ccc(Cl)cc3)S(C)(=O)=O)CC2)cc1 | -2% | -21% | 4%
COc1cc(OC)cc(N2CC(C)(C)C2=O)c1 | 11% | 0% | -2%
O=C(CSc1n[nH]c(=O)n1-c1ccccc1)N1CCOCC1 | 7% | 7% | .
COc1ccccc1-c1nnc(NC(=O)C(C)C)s1 | 3% | -1% | -1%
CCOc1cccc2sc(NC(=O)c3ccc(S(=O)(=O)N4CCCCC4)cc3)nc12 | . | -1% | 5%
CCCCN(C)C(=O)C1CCN(Cc2ccc(OCc3ccccc3)cc2)CC1 | -6% | -16% | -8%
COc1ccc(N2CC(C(=O)Nc3cccnc3)CC2=O)cc1 (configuration not stated) | -2% | 4% | .
C=CCOc1ccc(Br)cc1CNCC | 3% | 5% | 5%
Cc1[nH]c2ccccc2c1C(=O)C(=O)Nc1ccc2c(c1)OCCO2 | -11% | 0% | 6%
Cc1ccc(NC(=O)c2cc(-c3cc(Cl)ccc3O)n[nH]2)cc1C | -5% | 2% | .
Cc1ccc(N(C)C(=O)N2CCN(S(=O)(=O)c3ccc(C)c(C)c3)CC2)cc1 | -11% | 9% | 2%

14 successive records out of the list so far, for reference:
SMILES | N370S GC | FEN1 inh | TDP1 block
O=C(CCCCCNC(=O)N1CCn2c1nc1ccccc12)N[C@H](Cc1ccccc1)C(=O)O | 0% | 6% | .
CCC(C)N1CC(=O)N2C(c3ccc(OC)cc3OC)c3[nH]c4ccccc4c3C[C@H]2C1=O (some centres not stated) | -26% | -11% | .
Cc1ccc(S(=O)(=O)NCC(c2cccnc2)N(C)C)cc1 (configuration not stated) | 0% | 4% | 0%
COc1ccc(N2CCN(C(=O)CN(Cc3ccc(Cl)cc3)S(C)(=O)=O)CC2)cc1 | -2% | -21% | 4%
COc1cc(OC)cc(N2CC(C)(C)C2=O)c1 | 11% | 0% | -2%
O=C(CSc1n[nH]c(=O)n1-c1ccccc1)N1CCOCC1 | 7% | 7% | .
COc1ccccc1-c1nnc(NC(=O)C(C)C)s1 | 3% | -1% | -1%
CCOc1cccc2sc(NC(=O)c3ccc(S(=O)(=O)N4CCCCC4)cc3)nc12 | . | -1% | 5%
CCCCN(C)C(=O)C1CCN(Cc2ccc(OCc3ccccc3)cc2)CC1 | -6% | -16% | -8%
COc1ccc(N2CC(C(=O)Nc3cccnc3)CC2=O)cc1 (configuration not stated) | -2% | 4% | .
C=CCOc1ccc(Br)cc1CNCC | 3% | 5% | 5%
Cc1[nH]c2ccccc2c1C(=O)C(=O)Nc1ccc2c(c1)OCCO2 | -11% | 0% | 6%
Cc1ccc(NC(=O)c2cc(-c3cc(Cl)ccc3O)n[nH]2)cc1C | -5% | 2% | .
Cc1ccc(N(C)C(=O)N2CCN(S(=O)(=O)c3ccc(C)c(C)c3)CC2)cc1 | -11% | 9% | 2%

The listing continues.
SMILES | N370S GC | FEN1 inh | TDP1 block
O=C(COc1ccccc1F)Nc1cc(S(=O)(=O)N2CCOCC2)ccc1N1CCOCC1 | ? | -5% | 5%
Cc1cc(C)cc(C(=O)Nc2c3c(nn2-c2ccccc2C)CS(=O)(=O)C3)c1 | . | -3% | 10%
Cc1nn(C(C)c2nc(-c3ccccc3)no2)c(C)c1[N+](=O)[O-] (configuration not stated) | 4% | -12% | -3%
CC(=O)c1cccc(NC(=O)NNC(=O)c2ccc(-c3ccccc3)cc2)c1 | 0% | 4% | 1%
Cc1ccc(N2CCn3c2nc2c3c(=O)n(CCc3ccccc3)c(=O)n2C)cc1C | . | 8% | 3%
O=C1Nc2ccc(Br)cc2C12NNc1ccccc1O2 (configuration not stated) | -7% | 3% | 8%
COC(=O)C(Cc1ccc(O)cc1)NC(=O)c1ccccc1 (configuration not stated) | -8% | 10% | -2%
CCOc1c(Cl)cc(C(=O)N(Cc2ccc(N(C)C)cc2)Cc2ccco2)cc1Cl | . | -3% | 11%
Nn1cnc2cc3ccccc3cc2c1=O | -6% | 1% | 0%
CCOC(=O)C1CCN(c2c(C(=O)c3ccc(OC)cc3)cnc3ccccc23)CC1 | . | -4% | 3%
Cn1cccc1C(=O)NNC(=O)COc1ccc(C#N)cc1 | . | -3% | 0%
O=C(O)CC/C(=N\Nc1ccc(Cl)cc1)c1cccs1 | 1% | -6% | .
CN1CCN(c2ncnc3c2cnn3-c2ccc(Cl)cc2)CC1 | -25% | -6% | 4%
CC1=NNC(=O)C1C(c1ccccc1)C(C#N)C#N (configuration not stated) | 17% | -6% | 7%
Cc1ccc(-n2c(C)nnc2SCC(=O)N(C)C2CCS(=O)(=O)C2)cc1 (configuration not stated) | . | -3% | 0%
CCOc1ccc(C(=O)NCC(=O)N2CCN(c3ccc(C(F)(F)F)cn3)CC2)cc1 | . | -10% | 0%
COc1cccc(NC(=S)N(Cc2ccccn2)Cc2ccccc2Cl)c1 | 14% | -13% | -4%
C/C=C/c1ccccc1OCc1ccc(C(=O)O)o1 | 18% | -9% | -1%
Cc1oc2cc([N+](=O)[O-])c(O)c([N+](=O)[O-])c2c1C(=O)c1ccc(Cl)cc1 | 2% | -12% | 0%
O=C(CCCn1c(=O)[nH]c2ccsc2c1=O)N1CCN(c2ccc(Cl)cc2)CC1 | . | -5% | 3%
N/C(=N\OC(=O)c1cc(-c2ccccc2)nc2ccccc12)c1ccncc1 | 8% | -17% | 2%
O=C(NN=C1CCCCC1)Nc1ccccc1Cl | -5% | -4% | 2%
CS(=O)(=O)Nc1nc2ccccc2[nH]1 | 11% | -3% | -1%
CC(C)(C)c1ccc(OCCC(=O)Nc2cccc(S(=O)(=O)N3CCOCC3)c2)cc1 | -2% | -23% | 2%
COc1cccc(Cc2nc3ccccc3nc2SCC(=O)NCc2ccc(C)cc2)c1 | . | 14% | -3%
Cc1ccc2[nH]c(=O)c(-c3nc4c(C)cccn4c3NCc3ccco3)cc2c1 | 4% | 8% | 8%
CCn1c(CC(=O)Nc2ccccc2)n[nH]c1=S | 11% | -4% | .
COc1ccc(OCC(=O)Nc2c(C)ccc3nsnc23)cc1 | 0% | -7% | 1%
Cc1ccc2nc(SCC(=O)N3CCCCC3)nc(=O)n2c1 | -16% | -2% | 3%
CCOC(=O)c1cc(C#N)c(SCC(=O)Nc2ccc(C(C)=O)cc2)[nH]c1=O | -23% | -24% | .
COc1ccc(-c2nc(CN3CCC(C(=O)NC4CCCC4)CC3)c(C)o2)cc1OC | 2% | 21% | 3%
CNS(=O)(=O)c1cccc(C(=O)OCC(=O)Nc2nc(OC)cc(OC)n2)c1 | . | 1% | -1%
O=C(O)CSc1nnc(-c2ccncc2)n1-c1ccc(Cl)cc1 | -1% | -3% | -2%
CCc1nnc(NC(=O)C(C)Sc2ccccc2)s1 (configuration not stated) | 3% | 8% | 1%
CN(C)S(=O)(=O)c1cccc(C(=O)Nc2ccc(S(=O)(=O)N3CCCC3)cc2)c1 | -8% | 11% | 8%
CCOc1cc(/C=C2/C(=O)N(c3ccccc3)N=C2C)ccc1OC(=O)c1ccco1 | -11% | -22% | 9%
Cc1noc2ncc(C(=O)c3cc(F)ccc3O)cc12 | -17% | 6% | 8%
CCCSCCCNC(=O)C1CCCN(c2nn3cc(-c4ccc(OC)cc4)nc3s2)C1 (configuration not stated) | . | -13% | 1%
COc1ccccc1CNc1nc(=S)[nH]c2cc(OC)c(OC)cc12 | -4% | -16% | .
COc1ccc(C2C=C(c3ccccc3)Nc3nc(NC(=O)c4cccc([N+](=O)[O-])c4)nn32)cc1 (configuration not stated) | . | -3% | 6%
COCC(O)CNc1ccccc1 (configuration not stated) | -4% | 7% | -1%
Cc1ccc(NC2c3ncccc3C(=O)N2Cc2cccs2)cc1C (configuration not stated) | 10% | 1% | -9%
CC(=O)Nc1cccc(-c2csc(Nc3cc(C)ccn3)n2)c1 | -21% | -12% | 10%
CCn1c(CCNC(=O)c2cccs2)nnc1SCC(=O)Nc1ccc(Cl)cc1 | 5% | -4% | 2%
O=C(NCc1nc2ccccc2[nH]1)c1ccco1 | 4% | 6% | 4%
C=CCC(=O)NC(C)c1cnn(-c2ccccc2C)c1C (configuration not stated) | 0% | 2% | 3%
Cn1c(NNC(=O)c2cccc3ccccc23)cc(=O)n(C)c1=O | -13% | -13% | .
COc1ccc(CCNC(=S)NCc2ccc(Cl)c(Cl)c2)cc1OC | -10% | -20% | 5%
COc1cccc(C2c3c(-c4ccccc4O)n[nH]c3C(=O)N2Cc2ccco2)c1 (configuration not stated) | 5% | -16% | .
c1ccc(-c2n[nH]c(-c3ccccc3)c2-c2nc3ccccc3[nH]2)cc1 | 2% | -14% | 5%
C=CCNC1=C(Cl)C(=O)N(c2ccccc2Cl)C1=O | 1% | 4% | -2%
O=C(NCCCNCc1ccccc1)/C(=N\O)c1ccccc1 | -2% | 5% | -2%
